# Source: PubChem (National Center for Advancing Translational Sciences (NCATS))
# N370S GC: qHTS Assay for Inhibitors and Activators of N370S glucocerebrosidase as a Potential Chaperone Treatment of Gaucher Disease; Lysosomal acid glucosylceramidase (Homo sapiens), P04062; N370S GC spleen homogenate, 4MU-glucoside fluorescence; Potency, µM (top dose mostly 59.4 µM), for inactives: at the highest dose activity change, negative = inhibition, actives largely listed as inhibitors; 0.092% of 330,000 active;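 also: 0% = full enzyme activity and -100% = no enzyme basal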
# DT40 TDP1 CPT: qHTS for Inhibitors of human tyrosyl-DNA phosphodiesterase 1 (TDP1): qHTS in cells in presence of CPT | Potency, µM (doses to about 46.2 µM), inactives show top-dose activity change, negative = growth inhibition, most hits filed as inhibitors | 12% of 420,000 active | chicken DT40 Tdp1-/-;hTDP1 cells + 20 nM CPT, ATP luminescence, 48 h; also: nearly all actives have a fitted effect of over 55% in size
#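 Chicken DT40 Tdp1-/- cells complemented with human TDP1, 400 cells/well, exposed to compounds plus 20 nM camptothecin for at least 48 h at 37 C; viability read as ATP content by CellTiter-Glo luminescence.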
# FEN1 inhibitor: qHTS Assay for the Inhibitors of Human Flap endonuclease 1 (FEN1); P39748; Recombinant FEN1 flap cleavage, fluorescence, 15 min; Potency, µM (titrated, usually from 114 µM), for inactives: at the highest dose activity change, negative = inhibition, hits mostly inhibitors; 0.35% of 390,000 active; also: nearly all actives have a fitted effect of over 65% in size
# Target sequence (P39748 whole entry, looked up): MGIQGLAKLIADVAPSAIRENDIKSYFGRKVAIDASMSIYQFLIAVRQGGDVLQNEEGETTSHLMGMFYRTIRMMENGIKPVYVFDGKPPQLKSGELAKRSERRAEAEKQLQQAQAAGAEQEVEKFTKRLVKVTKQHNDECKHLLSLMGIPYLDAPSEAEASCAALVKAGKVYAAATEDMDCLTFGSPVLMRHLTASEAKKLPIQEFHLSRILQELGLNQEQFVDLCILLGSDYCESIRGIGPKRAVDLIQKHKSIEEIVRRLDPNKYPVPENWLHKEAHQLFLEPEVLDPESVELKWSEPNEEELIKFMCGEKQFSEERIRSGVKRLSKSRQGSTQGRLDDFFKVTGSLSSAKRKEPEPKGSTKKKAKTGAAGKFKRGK
#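 Nuclease activity of 10 nM FEN1 was measured after 15 min of room-temperature exposure to titrated compounds, by adding 50 nM flap substrate and reading plates at 0 and 15 min.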
# * hit, by the source's call; ? = inconclusive; nt = not tested or not shown; & = joins results of further samples; [ ] = remark or other dose. Calls follow the shape of the dose curve; as a rule, active = well fitted curve in the direction sought with a large enough effect; inconclusive = small, poorly fitted or top-dose-only effect, or another doubt; inactive = no such curve, though single readings can be large; an effect the other way counts as inactive or inconclusive. Unless noted, % is scaled to controls: 0 for no effect and ±100 for the full control effect; potency is read from the fitted curve at half-maximal effect. A portion of the library, so the mix of outcomes need not match the whole.
# The line under a structure holds: FEN1 inhibitor | DT40 TDP1 CPT | N370S GC
COc1ccc(N2CC(C(=O)N3CCN(S(=O)(=O)c4ccc(F)c(F)c4)CC3)CC2=O)c(OC)c1 (stereo unspecified)
  -1% | -8% | nt
O=C(Nc1ccccc1)N(Cc1cccs1)c1ccc(Cl)cc1
  0% | ? | nt
COc1ccccc1C(=O)Nc1ccc(S(=O)(=O)N2CCc3ccccc32)cc1
  -12% | ? | 0%
CN(C)c1ccc(/C=C/C(=O)c2ccccc2O)cc1
  ? | ? | 7%
Cn1c(=O)[nH]c(=O)c2c1nc(N1CCCC1)n2CCCSc1nnnn1-c1ccccc1
  -4% | 21µM* | -21%
CCCCOC(=O)CSc1nnc(-c2cc(OC)c(OC)c(OC)c2)o1
  -3% | -5% | 4%
O=C(Nc1ccc(Br)cn1)c1ccc(Br)s1
  -15% | ? | -16%
Cn1c(=O)c2c(SCC(=O)NC3CCCC3)nc(CC(C)(C)C)nc2n(C)c1=O
  11% | -28% | -9%
CC1CCN(C(=O)Cn2cc(SCC(=O)NCc3ccc(F)cc3)c3ccccc32)CC1
  -8% | ? | nt
Cc1cc(C)n(C(C)CC(=O)NCc2ccc(Cl)cc2)n1 (stereo unspecified)
  -4% | 3% | nt
COc1ccc(C)cc1NC(=O)C(OC(=O)C1=NNC(=O)CC1)c1ccccc1 (stereo unspecified)
  12% | -22% | nt
CCOC(=O)NC(Nc1nnc(SCC)s1)(C(F)(F)F)C(F)(F)F
  -2% | 3% | 4%
CCN1CC(c2ccccc2)C(c2ccc(Cl)cc2)=N1 (stereo unspecified)
  -6% | -24% | -3%
COc1cc(NC(=O)COc2ccccc2)ccc1NC(=O)c1ccco1
  -8% | ? | ?
Cc1ccc(NC(=O)C2CCCN2C(=O)Oc2ccccc2)c(C)c1 (stereo unspecified)
  17% | -22% | 0%

# Later entries.
# The line under a structure holds: FEN1 inhibitor | DT40 TDP1 CPT | N370S GC
Cc1ccnn1Cc1cc(C(=O)O)c2ccccc2n1
  16% | -2% | 2%
Cc1ccc(CNC(=O)C2CC(c3cccc([N+](=O)[O-])c3)=NO2)o1 (stereo unspecified)
  2% | ? | -8%
Cc1cc(C)cc(C(N)=Nc2cccc(C#N)c2)c1
  -10% | 10% | -12%
CC(=O)Nc1ccc(S(=O)(=O)N(Cc2ccccc2)c2ccccn2)cc1
  -11% | 5% | 3%
C=CC[C@H](CC(=O)NCCO)C(=O)N[C@H](COC(=O)[C@@H](CC=C)CC(=O)OC(C)(C)C)Cc1ccccc1
  -14% | -18% | nt
CC(NC(=O)c1ccc(C23CC4CC(CC(C4)C2)C3)cc1)C(=O)O (stereo unspecified)
  1% | -7% | 11%
O=c1cc(-c2ccccc2)c2cc(Cl)ccc2[nH]1
  -5% | -9% | -1%
Cc1ccc(CNC(=O)c2ccc(Cn3c(SCc4ccccc4F)nc4cccnc43)cc2)cc1
  -1% | ? | nt
CC1CCN(c2nncc3ccccc23)CC1
  -2% | ? | -3%
CC1CCCN(C(C(=O)NC2CCCCC2)c2cc3c(cc2[N+](=O)[O-])OCO3)C1 (stereo unspecified)
  -9% | ? | 21%
O=[N+]([O-])c1cccc(-c2ccc(CN3CCN(c4ccccc4)CC3)o2)c1
  2% | ? | -12%
Cc1ccc(CC(NC(=O)c2ccccc2)C(=O)NC(CC(C)C)C(=O)O)cc1 (stereo unspecified)
  1% | 5% | -3%
COC(=O)c1cc2sccc2n1Cc1nc(-c2ccc(C)cc2)oc1C
  -18% | -8% | nt
Cc1ccc2nc(Nc3ccc(Cl)cc3)c3nncn3c2c1
  15% | ? | 6%
O=[N+]([O-])c1ncccc1OCc1ccc(Cl)c(Cl)c1
  -8% | ? | -3%

# Structures above that have a nitro group on carbon, in the order listed:
# The line under a structure holds: FEN1 inhibitor | DT40 TDP1 CPT | N370S GC
Cc1ccc(CNC(=O)C2CC(c3cccc([N+](=O)[O-])c3)=NO2)o1 (stereo unspecified)
  2% | ? | -8%
CC1CCCN(C(C(=O)NC2CCCCC2)c2cc3c(cc2[N+](=O)[O-])OCO3)C1 (stereo unspecified)
  -9% | ? | 21%
O=[N+]([O-])c1cccc(-c2ccc(CN3CCN(c4ccccc4)CC3)o2)c1
  2% | ? | -12%
O=[N+]([O-])c1ncccc1OCc1ccc(Cl)c(Cl)c1
  -8% | ? | -3%

# New compounds follow
# The line under a structure holds: FEN1 inhibitor | DT40 TDP1 CPT | N370S GC
Cc1cc(N/C=C/C(=O)c2ccccc2)ccc1Br
  -17% | ? | -5%
O=C1C(Cc2ccccc2)Nc2ncnc(N3CCc4ccccc4C3)c2N1Cc1ccc(Cl)cc1 (stereo unspecified)
  ? | ? | -4%
CC(=O)c1ccc([N+](=O)[O-])c(CS(=O)(=O)c2ccccc2)c1
  5% | 2% | 2%
CCN(CC)S(=O)(=O)c1cc(C(=O)Oc2ccccc2OC)ccc1OC
  -16% | -24% | 1%
O=C(COC(=O)c1ccc(O)cc1O)Nc1cc(-c2ccccc2)nn1-c1ccccc1
  -18% | ? | -7%
CCc1nnc(NC(=O)c2ccc(Cl)nc2)s1
  17% | -27% | -7%
O=C(NCc1ccc(F)cc1)C1CC(=O)N(C2CCCCC2)C1 (stereo unspecified)
  -1% | 2% | 11%
CCOc1ccc(OCC)c(NC(=O)c2ccc(-c3ccccc3)s2)c1
  8% | ? | nt
Cc1ccc(NS(=O)(=O)c2ccc(C3CCCCC3)cc2)cc1
  -19% | ? | 3%
O=C1NC2(CCCCCCC2)C(=O)N1Cc1ccc(F)cc1
  -2% | -2% | -16%
CCCS(=O)(=O)n1nc(-c2ccc(OC)cc2OC)cc1N
  -18% | 6% | -4%
COc1ccc(CCNC(=O)CCCCCn2c(SCC(N)=O)nc3cc4c(cc3c2=O)OCO4)cc1OC
  -8%&1% | ? | 3%
O=C(c1ccc(Cl)c(Cl)c1)N1CCC(=O)N(C(COCc2cccc(C(F)(F)F)c2)Cc2ccccc2)CC1 (stereo unspecified)
  ? | ? | ?
COc1ccc(NC(=O)C2C(=O)NC3(C)CC2c2ccccc2O3)cc1 (stereo unspecified)
  2% | -6% | -16%
COC(=O)c1ccccc1NC(=O)CSc1nncn1C
  0% | 19% | -2%

# (continued)
# The line under a structure holds: FEN1 inhibitor | DT40 TDP1 CPT | N370S GC
CC(C)C(=O)NC(=S)Nc1ccccc1C(=O)Nc1ccccc1
  7% | ? | 6%
CCOC(=O)c1ccc(NC(=O)CSc2n[nH]c(-c3ccncc3)n2)cc1
  -2% | 4% | 13%
CCN(CC)S(=O)(=O)c1ccc(-c2nnc(SCC(=O)Nc3cc(OC)cc(OC)c3)o2)cc1
  -20% | -7% | -9%
COc1ccc(-c2c(C3C4C=CCCC4(C)C(=O)N3Cc3ccccc3)ccc3ccccc23)cc1OC (stereo unspecified)
  -21% | nt | -1%
CCOC(=O)c1c(-c2ccc(OC)cc2)csc1/N=C/C1=C(O)CCCC1=O
  -4% | -15% | -3%
O=C(CCNS(=O)(=O)c1cccc2nonc12)Nc1ccc(Cl)cc1
  12% | 7% | -12%
O=C(CSc1nc(C2CCCCC2)nc2ccccc12)NCc1ccco1
  2% | ? | 13%
COCC(C)NC(=O)c1cc(-c2cccc(OC)c2)on1 (stereo unspecified)
  7% | 3% | -1%
CCOC(=O)C1Oc2ccccc2C(c2ccc(C)cc2)=C1C(=O)OC (stereo unspecified)
  1% | ? | 6%[89.1 µM]
O=C(CCCc1nc2ccccc2s1)N1CCN(S(=O)(=O)c2cccs2)CC1
  -4% | ? | -1%
CCOc1ccc(CCNC(=O)c2cc3cc4ccc(OC)cc4nc3s2)cc1OCC
  -5% | -45% | nt
N#Cc1c(-c2ccccc2)cc(-c2ccc3c(c2)OCO3)[nH]c1=O
  -1% | 0% | nt
COC(=O)c1ccc(CNC(=O)c2ccc(OCC(=O)N3CCOCC3)c(OC)c2)cc1
  12% | 4% | -2%
CC(=O)c1cccc(OC(=O)c2ccccc2)c1
  -2% | -4% | nt
CCC1(CC)C(=O)C2=C3C1[C@H](C(=O)OC)C=C(C(=O)OC)C[C@H]3n1c(=O)n(C)c(=O)n1[C@H]2C (stereo partly specified)
  16%&-8% | ? | 2%

# (list continues)
# The line under a structure holds: FEN1 inhibitor | DT40 TDP1 CPT | N370S GC
Cc1ccc(CCNC(=O)c2ccc(CNS(=O)(=O)c3ccc(F)cc3)cc2)cc1
  -1% | 13µM* | nt
Cc1ccc2c(c1)C1C3CCC(C3)C1S(=O)N2 (stereo unspecified)
  2% | ? | -4%
O=C1CC(=O)CC(c2ccccc2)C1
  19% | -7% | 3%
COc1ccc(NC2CCN(C3CC(=O)N(c4ccc(F)c(Cl)c4)C3=O)CC2)cc1 (stereo unspecified)
  -5% | ? | -4%
Cn1c(=O)n(C)c2cc(NS(=O)(=O)c3ccc(C(C)(C)C)cc3)ccc21
  -14% | 18µM* | -6%
CCC1(c2ccccc2)NC(=O)N(CC(=O)N(C)Cc2ccccc2)C1=O (stereo unspecified)
  0% | -2% | -25%
Cc1nn(-c2ccc(Cl)c(Cl)c2Cl)c(=O)c2ccccc12
  -14% | ? | 1%
CC(=O)N1N=C2c3ccccc3CCC2C1c1ccc(F)cc1 (stereo unspecified)
  2% | -27% | -7%
COc1ccc(CC(=O)Nc2cc(C)ccn2)cc1
  -10% | 8% | 12%
COc1ccc(CNC(=O)c2cnc3sc(N4CCC(C)CC4)nn3c2=O)c(OC)c1
  1% | -17% | nt
CC(=O)CCCC(NS(=O)(=O)CCC(Cl)(Cl)Cl)c1ccccc1 (stereo unspecified)
  -7% | -11% | -5%
Cc1cc2c(cc(C(=O)OCC(=O)NC3CCCCC3)n2C)o1
  -16% | ? | nt
CCC(=O)N1N=C(c2ccc(NS(C)(=O)=O)cc2)CC1c1ccc(C)cc1 (stereo unspecified)
  -13% | -22% | nt
COc1nc2ccccc2nc1N1CCN(Cc2ccc3c(c2)OCO3)CC1
  7% | ? | -14%
CCOc1cc(S(=O)(=O)N2CCC(c3nc4ccccc4s3)CC2)c(OCC)cc1S(=O)(=O)N1CCCCC1
  1% | ? | ?

# Continued.
# The line under a structure holds: FEN1 inhibitor | DT40 TDP1 CPT | N370S GC
CCS(=O)(=O)N1CCC(C(=O)NCCc2ccccc2)CC1
  1% | 1% | 3%
Cc1ccccc1/C=N/NC(=O)Cc1ccc(Cl)cc1
  -1% | 0% | -8%
CC1(C)CC(=O)C2=C(C1)Oc1ncn3nc(-c4cccnc4)nc3c1C2c1ccccc1 (stereo unspecified)
  3% | -9% | -8%
Cc1ccc(NC(=O)Cn2cc(S(=O)(=O)c3ccc(C)cc3)c(=O)c3cc(F)ccc32)cc1
  -2% | -9% | 2%
NC(=O)C1CCCN(C(=O)c2ccc(-c3cccc(Cl)c3Cl)o2)C1 (stereo unspecified)
  1% | -6% | -14%
CCOC(=O)C1CCN(C(=O)c2cc3cc4cc(OC)ccc4nc3o2)CC1
  1% | -22% | 3%
CCc1cc2c(-c3ccccc3)cc(=O)oc2cc1OC(C)C(C)=O (stereo unspecified)
  -15% | ? | ?
C=C1c2ccccc2S(=O)(=O)N(Cc2ccccc2)C1COCc1ccccc1 (stereo unspecified)
  -16% | -30% | 11%
O=C(N/N=C/C(Cl)=C/c1ccccc1)c1ccc2c(c1)OCO2
  ? | ? | nt
CCOC(=O)N1CCN(C(=O)c2ccc(Cl)c(S(=O)(=O)Nc3ccccc3)c2)CC1
  -2% | -19% | 1%
Cc1sc2nc(CN(C(=O)NC3CCCCC3)C3CCCC3)[nH]c(=O)c2c1C
  10% | ? | 9%
O=C(Nc1ccc2c(c1)OCCO2)C1CCCN1C(=O)Nc1ccccc1 (stereo unspecified)
  -3% | 1% | -13%
CC(C)N(Cc1cc2ccccc2[nH]c1=O)C(=O)c1cccc([N+](=O)[O-])c1
  0% | -11% | -1%
O=C(c1ccc(-n2cncn2)c([N+](=O)[O-])c1)N1CCN(S(=O)(=O)c2c(F)cccc2F)CC1
  0% | ? | 3%
CNC(=O)COC(=O)c1ccc(OCC(=O)Nc2ccccc2OC)c(OC)c1
  -11% | 8% | 1%

# (list continues)
# The line under a structure holds: FEN1 inhibitor | DT40 TDP1 CPT | N370S GC
CC(C)CN(C(=O)CCNC(=O)c1ccc([N+](=O)[O-])cc1)C1CCS(=O)(=O)C1 (stereo unspecified)
  -1% | 2% | nt
Cn1nc(C(F)(F)F)c(/C=N/OC(=O)c2ccccc2Cl)c1SCc1ccccc1Cl
  -23% | ? | 9%
N[C@H](C(=O)O)c1cccc(O)c1
  nt | 4%&-2%&-12% | -24%&-12%&-5%
Clc1ccccc1CNc1ncnc2c1c(-c1ccccc1)cn2-c1ccccc1
  9% | ? | nt
CSc1ccc(C(=O)NCC(=O)O)cc1[N+](=O)[O-]
  4% | ? | -15%
O=C(Oc1ccc(C(=S)N2CCCCC2)cc1)c1ccccc1
  -4% | -27% | 3%
COc1cccc(CNC(=O)CCS(=O)(=O)c2cccc3nsnc23)c1
  4% | -28% | 0%
OCC1(CCOc2ccccc2)CCN(Cc2ccccc2OC(F)F)CC1
  3% | -27% | -10%
